# Rab2A wt mod – changes GTP binding to wildtype dog Rab2A, up or down | P61105 | GST-Rab2 wt beads, Bodipy-GTP binding, flow cytometry | GTP binding activity, % at 10 µM | hit rate 0.19% among 190,000;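 active = GTP binding activity at least 20 points away from 100%, either lowered or raised; inconclusive = signal likely due to the compound's own green fluorescence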;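 also: 0% = beads with excess unlabeled GTP and 100% = no-compound control corrected for plate trend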
# Bim-Bfl-1 – disrupts Bim binding to human Bfl-1. Q16548. Bead-based flow cytometry, Bim-Bfl-1 binding inhibition. inhibition, % at 10 µM. hit rate 0.12% among 190,000. AID 1008;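 also: 0% = wells without compound plus tracer and 100% = blocker peptide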
# Bcl-W Bim block – inhibitors of Bim-Bcl-W interaction, human. bead-based flow cytometry, Bim peptide-Bcl-W binding. inhibition, % at 10 µM. hit rate 0.02% among 190,000. AID 952;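 also: 0% = bound tracer without compound and 100% = peptide blocker; higher means less fluorescent Bim peptide bound to Bcl-W beads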
# Target sequence (Q92843 whole entry, looked up): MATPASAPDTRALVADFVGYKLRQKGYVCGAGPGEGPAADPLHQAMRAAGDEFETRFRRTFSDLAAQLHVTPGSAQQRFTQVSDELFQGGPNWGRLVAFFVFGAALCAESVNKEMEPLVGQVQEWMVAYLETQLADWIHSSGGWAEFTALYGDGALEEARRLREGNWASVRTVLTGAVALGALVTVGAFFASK
# Bcl-B Bim block – human Bim-Bcl-B interaction inhibition; Q9HD36; bead-based flow cytometry, Bim peptide-Bcl-B binding; inhibition, % at 10 µM; hit rate 0.073% among 190,000;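 also: 0% = tracer peptide without compound and 100% = reference inhibitor peptide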
# Target sequence (Q9HD36 whole entry, looked up): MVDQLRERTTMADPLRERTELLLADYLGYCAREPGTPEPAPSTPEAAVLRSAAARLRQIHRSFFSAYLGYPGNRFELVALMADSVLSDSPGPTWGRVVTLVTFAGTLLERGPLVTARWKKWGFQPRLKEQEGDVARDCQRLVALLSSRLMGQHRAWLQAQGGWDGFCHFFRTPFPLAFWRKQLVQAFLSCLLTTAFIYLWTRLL
# Rab7 wt modul – modulators of GTP binding to dog Rab7 wildtype GTPase. GST-Rab7 beads, fluorescent GTP binding, flow cytometry; actives lie on both sides; untreated = 100%, excess cold GTP = 0%. GTP binding activity (percent of control), % at 10 µM. hit rate 0.055% among 190,000. AID 758;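 active = fluorescent GTP binding to Rab7 beads changed by at least 20 points from the 100% baseline, either direction, mostly lower; inconclusive = compound itself probably fluorescent, or too few beads counted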;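 also: median green fluorescence of bound Bodipy-FL-GTP per Rab7 bead population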
# Bim-Bcl-2 – inhibitors of Bim-Bcl-2 interaction, human | hit rate 0.06% among 190,000 | AID 950 | inhibition, % at 10 µM | Bead-based flow cytometry, Bim peptide-Bcl-2 binding | P10415; in the data active = inhibition above about 40%; inconclusive = no clear call, values can overlap the other calls;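 also: 0% = no compound wells with probe peptide and 100% = reference peptide inhibitor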
# Target sequence (P10415 whole entry, looked up): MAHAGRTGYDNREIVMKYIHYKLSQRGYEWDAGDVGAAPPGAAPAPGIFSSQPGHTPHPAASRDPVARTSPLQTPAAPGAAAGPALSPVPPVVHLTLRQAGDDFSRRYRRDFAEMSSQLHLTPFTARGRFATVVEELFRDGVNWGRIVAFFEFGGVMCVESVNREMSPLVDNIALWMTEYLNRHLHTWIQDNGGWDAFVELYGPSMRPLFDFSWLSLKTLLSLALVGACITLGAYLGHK
# Rac1 wt modul – modulators of human Rac1 wildtype GTP binding. GST-Rac1 beads, fluorescent GTP binding, flow cytometry; actives lie on both sides; 0 = cold GTP competed, 100 = untreated. hit rate 0.27% among 190,000. AID 757. GTP binding activity (% of control), % at 10 µM. P63000;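 active = GTP binding activity at least 20 points away from the 100% control level, either lower or higher; inconclusive = compound flagged as likely green fluorescent, judged across all proteins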
# Bim-Bcl-XL – disrupts Bim peptide binding to human Bcl-XL | Q07817 | bead flow cytometry, fluorescence | inhibition, % at 10 µM | hit rate 0.04% among 190,000 | AID 1007
# Cdc42 wt – changes GTP binding to wildtype human Cdc42. GST-Cdc42 beads, Bodipy-GTP binding, flow cytometry; actives lie on both sides. percent activity (GTP binding), % at 10 µM. P60953. hit rate 0.2% among 190,000. AID 761;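 active = percent activity GTP binding at least 20 points away from the 100% baseline, either down as inhibitor or up as activator; inconclusive = compound flagged as likely green fluorescent from well-wide comparison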;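 also: median bead fluorescence of bound Bodipy-FL-GTP at 100 nM; 0% = excess unlabeled GTP control and 100% = no compound control; below 100% means less GTP binding so inhibitor and above means activator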
# Target sequence (P60953 whole entry, looked up): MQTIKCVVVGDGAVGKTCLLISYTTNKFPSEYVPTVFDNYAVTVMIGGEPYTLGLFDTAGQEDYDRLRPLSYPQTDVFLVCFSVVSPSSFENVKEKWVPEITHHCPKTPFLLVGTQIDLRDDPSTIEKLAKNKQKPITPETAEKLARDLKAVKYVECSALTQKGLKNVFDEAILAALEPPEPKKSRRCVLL
# HRas wt GTP bind – modulators of GTP binding to human HRas wildtype. P01112. GST-Ras wt beads, Bodipy-FL-GTP binding, flow cytometry; actives lie on both sides. GTP binding activity, % at 10 µM. hit rate 0.14% among 190,000. AID 759;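 active = GTP binding activity at least 20% away from the 100% baseline, either lowered as inhibitor or raised as activator; inconclusive = flagged as likely green fluorescent, judged across all proteins in the well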;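 also: 0% = unlabeled GTP competition control and 100% = no-compound control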
# Target sequence (P01112 whole entry, looked up): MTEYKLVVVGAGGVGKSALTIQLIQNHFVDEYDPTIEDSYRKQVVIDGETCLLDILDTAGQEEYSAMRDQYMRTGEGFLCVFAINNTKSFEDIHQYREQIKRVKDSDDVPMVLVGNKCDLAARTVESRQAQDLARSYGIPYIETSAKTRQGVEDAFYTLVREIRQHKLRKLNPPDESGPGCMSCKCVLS
# Rac1 mut GTP – human Rac1 activated mutant GTP binding change; GST-Rac1 activated beads, fluorescent GTP binding, flow cytometry; actives lie on both sides; 100% means binding = to untreated wells; percent activity (GTP binding), % at 10 µM; P63000; hit rate 0.11% among 190,000;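 active = GTP binding at least 20 percentage points away from the 100% baseline, in either direction, so actives lie on both sides; inconclusive = Compound likely fluorescent itself, or too few beads counted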
# Numbers without * were called inactive; ? = inconclusive. Rule as the data show it, unless noted: active = inhibition above about 40%.
# Each structure is followed by: Rab2A wt mod	Bim-Bfl-1	Bcl-W Bim block	Bcl-B Bim block	Rab7 wt modul	Bim-Bcl-2	Rac1 wt modul	Bim-Bcl-XL	Cdc42 wt	HRas wt GTP bind	Rac1 mut GTP
> O=C(N/N=C/c1cccc(OC2CSC2)c1)c1ccccc1O
  100	-2	-1	0	103	0	101	-3	106	102	99
> Cc1ccc(CNC(=O)c2cccc(-n3cnnn3)c2)cc1
  100	-18	-1	-9	97	-11	104	-10	97	99	100
> Cc1ccc(N(CC(O)CN2CCCC2)S(=O)(=O)c2ccccc2)cc1 (stereo not given)
  107	-1	0	0	100	-2	105	0	109	108	103
> COC(=O)C1=C(C)N=C2SC(C#N)=C(N)N2C1c1ccc(OCc2ccccc2)cc1 (stereo not given)
  101	-11	-2	-15	103	-11	104	-1	99	102	101
> CC1=C(C(=O)OCC(C)C)C(c2cccs2)NC(=S)N1 (stereo not given)
  100	-2	-5	-7	100	-6	105	-5	104	101	100
> Cc1ccc(SCc2ccc(C(=O)N3CCCC3)cc2)cc1
  94	-4	0	-3	104	-3	94	-4	95	95	91
> COc1ccc(CCN(C(=O)C(F)(F)F)C(C(=O)NC2CCCC2)c2cccs2)cc1 (stereo not given)
  99	-13	1	-7	102	-6	95	-10	99	102	94
> CCSc1nnc(NC(=O)CSc2nc(CC)nc3c2c(=O)n(C)c(=O)n3C)s1
  97	-10	1	-8	98	-9	101	-5	99	98	98
> Cc1ccc(-c2nn3c(C)nnc3c3ccccc23)cc1S(=O)(=O)N1CCN(CCO)CC1
  98	-10	1	-8	101	-9	105	-5	100	98	98
> O=C(CN1CCCc2ccccc21)NC(=O)NCc1ccco1
  102	-5	-2	0	100	-6	105	-2	104	99	95
> O=[N+]([O-])c1ccc(C2(O)CN(c3ccccc3)C3=[N+]2CCS3)cc1 (stereo not given)
  93	7	4	-3	99	0	96	0	94	94	95
> Cc1ccc2c(C)c(C(=O)Nc3c(C)n(C)n(-c4ccccc4)c3=O)oc2c1C
  99	-1	0	-1	100	-2	104	-2	98	101	98
> O=C(NNC(=O)c1cccnc1)Nc1ccc(Cl)c(Cl)c1
  104	-3	1	-1	107	-1	103	-1	98	100	98
> Cc1ccc(-c2cc(-c3ccc(Cl)cc3)c(C#N)c(N)n2)o1
  101	24	1	1	100	1	98	3	96	98	95
> Cc1ccc(CNC(=O)CSc2nc3[nH]ncc3c(=O)[nH]2)cc1
  95	-2	0	-1	100	-1	101	-3	101	99	98
> CC(C)Cn1c(/C=C/c2ccccc2)nc2ccccc21
  98	-15	0	-3	102	-12	99	-8	98	98	100
> Cc1cc(NC(=O)c2cn(C3CCCCC3)c(=O)c3c2c2ccccc2n3C)no1
  101	-9	-2	-5	102	-5	103	-4	101	103	101
> O=C(Nc1nccs1)c1ccc(-c2cccc([N+](=O)[O-])c2)o1
  84	-5	1	-3	102	1	76*	7	82	84	86
> CCOC(=O)c1c(NC(C)=O)sc2c1CCC(C=O)=C2Sc1ccccc1
  94	22	10	-17	94	13	104	12	96	96	96
> O=C(NCC(=O)N(Cc1ccco1)C(C(=O)NC1CCCC1)c1ccncc1)c1cccs1 (stereo not given)
  101	-2	-4	-3	101	0	105	-4	101	100	101
> Cc1ccc(C)c(NC(=O)C2CC(=O)N(C(C)C)C2)c1 (stereo not given)
  107	-4	-2	-3	107	-4	106	-2	109	107	102
> COCCNC(=O)C1CC(c2ccc(F)cc2)=NO1 (stereo not given)
  97	-9	0	-5	96	-7	102	-2	102	100	99
> CCCOC(=O)Cc1c(O)c2ccccc2[nH]c1=O
  101	-8	3	-5	100	0	103	-2	103	102	100
> COc1ccc(OCC(=O)Nc2cc(C)c(Cl)cc2OC)c([N+](=O)[O-])c1
  100	9	-1	0	99	4	108	1	103	102	100
> CCC(=O)Nc1cc(Cl)ccc1C(=O)O
  96	0	5	0	95	1	95	0	95	95	95
> COc1cccc(-n2cnnn2)c1
  102	-15	0	-7	103	-9	104	-9	100	100	98
> CC(=O)Nc1cc[n+](C(C)C(=O)c2ccc(Cl)cc2)cc1 (stereo not given)
  97	-4	-3	-2	105	-3	99	-2	95	97	95
> O=[N+]([O-])c1ccc(N2CCN(C(=S)Nc3ccc(F)cc3F)CC2)cc1
  98	0	2	-11	100	-2	101	0	97	97	95
> COc1cccc(/C=N/NC(=O)c2nc(-c3ccccc3)cc(-c3ccccc3)n2)c1O
  97	-12	-1	-4	101	-4	95	1	96	97	98
> COc1ccc(C(=O)NNC2=NCCCCC2)cc1
  102	0	1	-2	104	0	104	0	98	101	98
> Cc1cc(C)cc(N(CCC#N)C(=O)CSC2=Nc3ccccc3C3CC=NN23)c1 (stereo not given)
  98	-4	-3	-3	102	-4	95	-6	93	98	93
> COc1c(C)cccc1C(=O)Nc1ccc(N2CCN(S(C)(=O)=O)CC2)cc1
  102	-1	2	-2	101	-2	98	0	102	100	98
> CCOc1ccccc1NC(=O)CSc1nnnn1Cc1ccccc1
  97	0	1	0	97	-2	95	-1	99	98	95
> O=C(Cc1coc2cc3c(cc12)CCC3)OCC(=O)N1CCCC1=O
  91	-3	-3	-7	88	0	89	-4	93	88	92
> COc1ccc(Cl)cc1Nc1nc(N)nc(C(F)(F)F)n1
  99	-2	-2	-2	98	-5	105	-2	103	101	101
> O=c1oc(Nc2cccc(F)c2)nc2ccccc12
  99	0	0	-1	95	-1	99	1	101	100	97
> Cc1ccc(NC(=O)c2ccc(OCC3CCCO3)cc2)c(C)c1 (stereo not given)
  97	2	0	8	98	0	107	-2	99	98	99
> CCOc1ccc(-c2[nH]nc3c2C(c2cccnc2)C(C#N)=C(N)O3)cc1 (stereo not given)
  97	-13	-1	-8	99	-11	97	-17	98	99	96
> O=C(COC(=O)c1cc(S(=O)(=O)N2CCOCC2)ccc1O)NCC1CCCO1 (stereo not given)
  100	0	0	0	104	-2	101	-5	101	101	100
> CC(C)Cn1c(N)c(C(=O)COC(=O)c2ccc([N+](=O)[O-])o2)c(=O)n(C)c1=O
  100	0	2	0	104	3	99	0	95	100	99
> COc1cccc(CN2CCNC(=O)C2CC(=O)NCc2cn3ccccc3n2)c1OC (stereo not given)
  97	-3	-2	-6	94	-2	96	-5	93	96	95
> COCCCNC(=O)CCn1c(=O)c2ccccc2n(Cc2cccc([N+](=O)[O-])c2)c1=O
  105	-5	0	-1	112	0	105	0	102	102	98
> N#Cc1nc(Cc2cccc3ccccc23)oc1NCCCn1ccnc1
  102	0	-3	-6	96	-5	104	0	104	102	99
> CC(=O)c1ccc(N2CCN(C(=O)c3cccc(Oc4ccccc4)c3)CC2)cc1
  98	6	1	3	96	5	96	1	97	93	94
> CCOc1cc(C(=O)Nc2ccc(F)cc2)cc(Br)c1OC
  96	-12	-4	-7	96	-10	98	-7	97	94	97
> CCO[C@@H]1OC(C(=O)O)=C[C@H](c2ccc(C(F)(F)F)cc2)[C@H]1CCCO
  94	-1	2	2	93	3	97	1	94	95	96
> O=C(NCCc1c[nH]c2ccccc12)c1cncc(Br)c1
  96	-3	3	-1	98	-2	98	1	95	96	93
> Cc1cc(OC(C)C)nc(-c2ccccc2O)n1
  98	-1	-3	-1	97	0	100	3	97	97	96
> CCCN1C(=O)/C(=C/c2nc3ccccc3c(=O)[nH]2)c2ccccc21
  99	-15	-5	-7	95	-8	99	-7	95	100	97
> Cc1ccc(S(=O)(=O)c2nc(Nc3ccccc3N3CCOCC3)sc2Cl)cc1
  98	0	-2	-7	100	0	100	-3	98	101	97
> CCOC(=O)N1CCC(NC(=O)c2cc(C(=O)NCc3ccc(F)cc3)ccc2CO)CC1
  101	-17	1	-5	98	-7	99	-3	98	99	98
> CCOC(=O)c1c(NC(=O)C2=C(C)NC(=S)NC2c2ccc(F)cc2F)sc(C)c1C (stereo not given)
  97	-9	-6	-15	98	-6	103	-9	99	99	98
> COc1ccccc1-n1nnnc1SCc1cc2c(cc1Br)OCO2
  100	-6	5	-7	101	-8	103	12	101	100	98
> Cc1nn(Cc2ccccc2Cl)c2sc(C(=O)NC(C)(C)C)cc12
  100	-11	2	-9	102	-10	106	-13	102	102	99
> CC(C(=O)N1CCN(c2ccccc2)CC1)N1C(=O)C2CC=CCC2C1=O (stereo not given)
  97	-13	1	-7	95	-10	95	-9	100	95	99
> Cn1ncc2c(=O)[nH]cnc21
  91	-3	0	-1	94	-1	98	1	95	93	93
> CCOC(=O)C(=O)N1CCC(C(=O)OC)CC1
  103	-5	-1	-2	108	1	104	-1	99	101	99
> COc1ccc2cc(CCNC(=O)C(C)(C)C)c(=O)[nH]c2c1
  102	-8	1	-3	100	-7	107	-3	102	103	102
> COCCCNC(=S)N(Cc1ccccc1)Cc1ccc(F)cc1
  96	3	0	2	97	0	98	-2	93	93	95
> CCCCOC(=O)Nc1nnc(CC)s1
  ?	-12	2	-4	?	0	?	0	?	?	?

# Remaining list, next part.
# Each structure is followed by: Rab2A wt mod	Bim-Bfl-1	Bcl-W Bim block	Bcl-B Bim block	Rab7 wt modul	Bim-Bcl-2	Rac1 wt modul	Bim-Bcl-XL	Cdc42 wt	HRas wt GTP bind	Rac1 mut GTP
> CC(=O)c1c(C(C)=O)c(C)n(Cc2ccc3c(c2)OCO3)c1C
  96	-13	1	-4	98	-9	100	0	99	99	97
> COc1ccccc1NC(=O)N1CCN(c2ccc3nncn3n2)CC1
  99	-1	0	-1	104	0	97	0	95	97	96
> CC(C)C(=O)Nc1ccc(C(=O)NNC(=O)CCCOc2ccc(Cl)cc2Cl)cc1
  95	0	-5	-6	99	-2	96	-2	95	95	96
> CN(c1ccccc1)S(=O)(=O)c1cc(C(=O)OCC(N)=O)ccc1Cl
  96	0	2	0	91	3	94	3	96	94	94
> OC1(c2cccs2)CN(c2ccc(Cl)cc2)C2=[N+]1CCCS2 (stereo not given)
  99	-1	-13	-7	103	-1	97	-14	96	99	96
> CCN1C(=O)NC2C1N(S(C)(=O)=O)CCN2S(C)(=O)=O (stereo not given)
  102	-3	-3	-6	99	-1	103	-5	101	101	101
> O=C(Nc1ccccc1)Nc1ccc(Cl)c([N+](=O)[O-])c1
  101	-2	-4	-10	106	-6	105	-7	102	103	101
> CO/C(N)=C(\C#N)N=Cc1ccccc1Cl
  93	-3	0	-3	96	-2	100	3	97	94	92
> O=C(COC(=O)/C=C/c1ccc(S(=O)(=O)N2CCCCCC2)cc1)NCc1ccccc1Cl
  100	0	-2	-5	94	-1	106	-7	105	101	101
> COc1ccc(NC(C)=O)cc1S(=O)(=O)N1CCN(C/C=C/c2ccccc2)CC1
  96	-5	1	0	92	0	99	0	97	97	95
> CC(C)=C1SC(N2CCN(c3cccc(C)c3)CC2)=NC1=O
  103	-10	-1	-9	99	-5	103	-3	103	102	99
> O=C(OCC(=O)N(C1CCCCC1)C1CCCCC1)c1cnccn1
  95	-3	-1	-7	94	-5	95	-4	99	96	96
